MBNL1 CUG block = blocks human MBNL1 binding to CUG repeat RNA; TR-FRET MBNL1-His/biotin-(CUG)12 binding, 665/545 ratio; Potency, µM (doses to about 57.5 µM), inactives show at the highest dose activity change, negative = inhibition, most hits filed as inhibitors; 0.036% of 280,000 active; active means well fitted inhibition curve with a large enough effect in the signal ratio, with a control signal flat, not every such curve was filed as active; inconclusive means small, poorly fitted or top-dose-only effect, or effect the other way, or a change in a side signal; inactive means no such curve, though single readings can be large or run the other way; the % refers to the signal ratio; further: potency means the concentration at half of the fitted maximal effect; on the % scale 0 is the no-effect control and ±100 the full control effect
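MBNL1-His + Biotin-(CUG)12, cpd titration 92 nM–58 uM; Tb anti-His Ab 0.055 ng/ul, SA-XL665 5 nM (final); 60 min RT; ratiometric 665/545 nm, Ex 340 nm; normalized to buffer and full-complex controls.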
Menin-MLL TR inh = inhibitors of human menin-MLL interaction, mutant MLL peptide; O00255; Menin + Texas Red MLL mutant peptide, fluorescence polarization; Potency, µM (highest dose often 61.6 µM), inactives show at the highest dose FP activity change, negative = inhibition, usual class: inhibitors; 0.23% of 270,000 active; active means well fitted inhibition curve with a large enough effect in the polarisation, with a control signal flat, not every such curve was filed as active; inconclusive means small, poorly fitted or top-dose-only effect, or effect the other way, or a change in a side signal; inactive means no such curve, though single readings can be large or run the other way; the % refers to the polarisation; further: potency means the concentration at half of the fitted maximal effect; % of control where 0% means no effect; many of its hits are not listed in these tables
CXXC DNA block = MLL CXXC-DNA interaction inhibition | 0.037% of 290,000 active | Potency, µM (top dose mostly 115 µM), inactives show at the top dose activity change, negative = inhibition, most hits filed as inhibitors | MLL-CXXC / FITC-HOXA9 DNA fluorescence polarization; active means well fitted inhibition curve with a large enough effect in the polarisation, with a control signal flat, not every such curve was filed as active; inconclusive means small, poorly fitted or top-dose-only effect, or effect the other way, or a change in a side signal; inactive means no such curve, though single readings can be large or run the other way; the % refers to the polarisation; further: potency means the concentration at half of the fitted maximal effect
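Purified MLL-CXXC (added from a 7 uM solution) was preincubated 5 min at ambient with pinned compounds in 50 mM Tris-HCl pH 7.5, 50 mM NaCl, 1 mM DTT, 0.05% BSA. Fluorescein-labeled HOX-A9 DNA (50 nM solution) followed, 30 min, then polarization read.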
TCR activator = activators of T cell receptors; primary human leukocytes, anti-CD3, IL-2 HTRF, 48 h; Potency, µM (highest dose often 9.22 µM), for the others: at the highest dose activation of IL-2 secretion, most hits filed as activators; 330,000 tested, under 10 active; AID 504894; further: % of control where 0% means no effect
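Primary human leukocytes incubated 48 hr with anti-CD3 beads plus compound, without co-stimulation. Secreted IL-2 measured by HTRF (europium cryptate/d2 anti-IL-2 pair, 320 nm excitation, 665 nm emission).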
PTAP TSG101 blk = blocks PTAP/TSG101 interaction to inhibit HIV-1 budding. Q99816. Potency, µM (top dose mostly 115 µM), without a hit: at the top dose activity change, negative = inhibition, usual class: inhibitors. Fluorescence polarization, FITC-PTAP peptide / Tsg101 binding. AID 493005. 340,000 tested, under 10 active; active means well fitted inhibition curve with a large enough effect in the main read-out, with a control signal flat, not every such curve was filed as active; inconclusive means small, poorly fitted or top-dose-only effect, or effect the other way, or a change in a side signal; inactive means no such curve, though single readings can be large or run the other way; further: potency means the concentration at half of the fitted maximal effect; % of control where 0% means no effect
Target sequence (Q99816 whole entry, looked up): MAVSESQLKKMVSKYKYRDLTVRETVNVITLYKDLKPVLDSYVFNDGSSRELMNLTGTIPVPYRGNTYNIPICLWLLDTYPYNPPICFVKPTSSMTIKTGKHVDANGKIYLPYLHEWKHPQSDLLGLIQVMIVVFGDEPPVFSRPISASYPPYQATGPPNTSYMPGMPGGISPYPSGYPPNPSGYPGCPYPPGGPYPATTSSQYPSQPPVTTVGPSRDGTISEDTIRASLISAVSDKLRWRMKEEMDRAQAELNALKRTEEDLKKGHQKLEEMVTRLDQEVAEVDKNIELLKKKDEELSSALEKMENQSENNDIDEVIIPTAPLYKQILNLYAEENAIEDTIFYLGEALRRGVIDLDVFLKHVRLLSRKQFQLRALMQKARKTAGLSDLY
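Compounds were pin-transferred onto Tsg101 binding domain (10 uM final) in HEPES pH 7.5 buffer, then FITC-PTAP peptide was added at 50 nM final. After 20 min at RT, polarization reported peptide displacement across a qHTS concentration series.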
A-T KAP1 phos = potential ataxia-telangiectasia treatment; […] A-T fibroblasts, KAP-1 phosphorylation AlphaLISA; neocarzinostatin DNA damage 30 min before lysis; Potency, µM (top dose mostly 57.5 µM), for the others: top-dose activation, actives largely listed as activators; 0.19% of 320,000 active; AID 485349; further: potency means the concentration at half of the fitted maximal effect; % of control where 0% means no effect; nearly all actives have a fitted effect of over 45% in size
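ATM-like activity read as KAP-1 phosphorylation via AlphaLISA donor/acceptor antibody pairs after lysis and 6 hr at 25C. Cells were ATM-null patient fibroblasts ([…], hTERT), dosed 60 min, then exposed to the DSB inducer NCS for 30 min.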
ASM inhibitor = inhibitors of human secretory acid sphingomyelinase. P17405. placental ASM, HMU-PC fluorogenic substrate, 60 min. Potency, µM (highest dose often 57.5 µM), inactives show top-dose activity change, negative = inhibition, hits mostly inhibitors. 0.006% of 340,000 active; further: potency means the concentration at half of the fitted maximal effect
Target sequence (P17405 47-631 limits assumed): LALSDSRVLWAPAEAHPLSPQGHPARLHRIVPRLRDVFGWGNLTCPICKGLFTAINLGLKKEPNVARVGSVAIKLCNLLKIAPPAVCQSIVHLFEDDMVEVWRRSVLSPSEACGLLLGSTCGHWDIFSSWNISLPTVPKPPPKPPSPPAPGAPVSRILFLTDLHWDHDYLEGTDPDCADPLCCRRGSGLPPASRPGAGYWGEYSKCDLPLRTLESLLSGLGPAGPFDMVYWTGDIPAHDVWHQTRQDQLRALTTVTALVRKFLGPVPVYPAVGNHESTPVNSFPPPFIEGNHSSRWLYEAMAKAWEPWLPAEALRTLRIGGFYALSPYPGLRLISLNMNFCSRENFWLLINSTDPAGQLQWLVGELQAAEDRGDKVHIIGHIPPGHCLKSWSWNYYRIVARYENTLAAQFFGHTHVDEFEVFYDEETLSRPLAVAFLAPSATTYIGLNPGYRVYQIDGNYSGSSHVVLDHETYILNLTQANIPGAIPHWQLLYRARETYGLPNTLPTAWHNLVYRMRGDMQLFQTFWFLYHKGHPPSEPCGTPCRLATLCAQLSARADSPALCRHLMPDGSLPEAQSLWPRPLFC
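Steps: dispense placental human ASM, pin compound, wait 10 min at room temperature, add HMU-PC0 substrate at 9 uM final, incubate 60 min at 37 °C, add stop solution raising pH to 10, read fluorescence.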
a7 integrin act = integrin-mediated muscular dystrophy alleviation activation | alpha7betagal myoblasts, beta-gal FDG fluorescence, 48 h | Potency, µM (titrated, usually from 38.3 µM), inactives show at the highest dose activation, hits mostly activators | 0.064% of 350,000 active | AID 624291;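 further: potency means the concentration at half of the fitted maximal effect; 100% = response of the positive control SU9516; nearly all actives have a fitted effect of over 60% in size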
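alpha7betagal+/- myoblasts (passage 13, 250/well) treated 48 h at 37C with compounds at 1:260 dilution of DMSO stock. Lysed, then beta-galactosidase activity read as FDG fluorescence (ex 480/em 540) after 30 min, with pre-read for autofluorescence.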
TSHR antagonist = human thyrotropin receptor antagonism | P16473 | TSHR-expressing cells, TSH-stimulated cAMP HTRF, 2 h; hits give low values | activity change, negative = inhibition, % at 11.5 µM | 0.2% of 330,000 active | AID 504810;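 active means activity change below a set negative limit, meaning inhibition stronger than a set level, cut at about -70% in these data; inconclusive means activity change between two set negative limits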; further: on the % scale 0 is the no-effect control and ±100 the full control effect
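Inhibition of cAMP made by TSHR-expressing cells under TSH stimulation (4nM final, EC80; 2 h, 37 deg C) is quantified with a one-step lysis HTRF kit, anti-cAMP cryptate versus cAMP-d2.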
Mito fusion yeast = blocks mitochondrial division or promotes mitochondrial fusion | S. cerevisiae fusion-defective mutant growth rescue, CellTiterGlo 48 h | Potency, µM (doses to about 46.1 µM), for inactives: at the top dose growth rescue (activation), usual class: activators | 0.23% of 320,000 active;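 further: potency means the concentration at half of the fitted maximal effect; % of control where 0% means no effect; nearly all actives have a fitted effect of over 45% in size; temperature-sensitive fusion mutants such as fzo1-1 at 37 °C on non-fermentable ethanol glycerol medium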
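Read-out: ATP-based luminescence (CellTiterGlo, 10 min ambient) reporting growth of fusion-defective ts yeast after 48 hours at 37C on glycerol/ethanol YPEG medium in the presence of compound.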
* = called active by the depositor; i = inactive; ? = inconclusive; . = no result given; [ ] = another dose, or the depositor's remark. Unless noted, the call rests on the fitted dose curve; in most records, active means well fitted curve in the direction sought with a large enough effect; inconclusive means small, poorly fitted or top-dose-only effect, or another doubt; inactive means no such curve, though single readings can be large; an effect the other way counts as inactive or inconclusive. Only part of the results is shown; the hit share may differ from the screen's.

SMILES	MBNL1 CUG block	Menin-MLL TR inh	CXXC DNA block	TCR activator	PTAP TSG101 blk	A-T KAP1 phos	ASM inhibitor	a7 integrin act	TSHR antagonist	Mito fusion yeast
O=[N+]([O-])c1cccc(-c2ccc(C(=S)N3CCN(c4ccccc4)CC3)o2)c1	5.1%	.	0.3%	4.0%	0.1%	-8.1%	-10.6%	3.3%	-4.1	12.5%
CSc1ccccc1NC(=O)C1CCCN(S(C)(=O)=O)C1 (centres undefined)	-1.7%	1.1%	-2.7%	0.5%	-1.0%	3.9%	2.6%	12.3%	-1.0	-0.8%
COc1ccc(CC(=O)Nc2ccc(C(=O)NCC(C)C)cc2)cc1	-5.7%	-24.3%	-0.6%	8.8%	5.1%	-2.5%	-1.0%	7.7%	-1.2	-0.5%
O=C(O)c1ccc(Cl)c(NCc2cccnc2)c1	-5.1%	12.9%	2.3%	1.1%	-10.9%	-4.9%	10.0%	?	-17.6	0.8%
Brc1ccc(OCc2nnc(SCC3CCCCC3)o2)cc1	3.0%	-30.0%	5.8%	-1.0%[46.1 µM]	-9.8%	22.5%	-3.9%	10.4%	-31.1	5.3%
CCC[C@@H](CN1CCC[C@H]1CN1C(N)=NC[C@H]1CC(C)C)N1C[C@@H](Cc2ccccc2)N(CCCC2CCCC2)C1=N	.	.	.	-5.5%	-4.9%	7.8%	-3.4%	20.3%	-2.2	.
COCCCN1C(=O)C(=O)/C(=C(/O)c2ccccc2)C1c1ccc(N(C)C)cc1 (centres undefined)	1.1%	-3.1%	-10.6%	1.1%	-5.0%	-2.3%	-0.5%	0.8%	7.3	-0.9%
O=C(NCC(=O)N1CCCCC1)c1ccc2ccccc2c1	16.5%	.	8.5%	2.2%	-3.2%	7.2%	-0.7%	32.6%	2.1	2.5%
CC(C)Cn1c(-c2ccc(Br)o2)n[nH]c1=S	?	-2.8%	0.0%	-1.9%[46.1 µM]	-0.9%	6.6%	-0.5%	-1.4%	-4.0	14.1%
CCC1Oc2ccc(C)cc2N(CC(=O)N(Cc2ccc(C)o2)C2CC(C)(C)NC(C)(C)C2)C1=O (centres undefined)	-5.6%	-22.0%	11.8%	1.2%[46.1 µM]	-17.3%	-1.8%	-1.5%	-63.3%[inhibitor]	-4.0	-2.5%
CS(=O)(=O)NCc1nnc(SCc2ccc(C(F)(F)F)cc2)o1	0.4%	.	-3.5%	-9.6%	-1.5%	10.1%	2.8%	13.8%	8.2	2.3%
O=C(c1ccc(NS(=O)(=O)c2cccc(C(F)(F)F)c2)cc1)N1CCCC1	-0.5%	.	15.5%	-3.4%	-5.8%	0.5%	-0.3%	-0.7%	6.4	-0.5%
COc1ccc(C(=O)N2CCCC2)cc1	-13.5%	8.3%	6.4%	.	.	12.7%	4.0%	8.3%	0.0	-3.0%
Fc1ccc(-n2cc(CNCCc3cccnc3)c(-c3ccccc3Cl)n2)cc1	1.7%	?	-1.5%	-1.1%	0.6%	2.8%	0.0%	-23.6%	10.7	?
N#CC1C(=O)NC(=O)C(C#N)C12CCCC(C(F)(F)F)C2 (centres undefined)	.	.	.	-0.9%	-9.2%	.	1.9%	16.5%	.	.
CCN(CC)C(=O)CSc1nc(COc2ccccc2)nc2ccccc12	7.7%	-16.6%	-1.5%	-1.5%	-8.8%	0.9%	-7.0%	?	5.0	6.1%
O=C(O)CCn1nnc(-c2cccs2)n1	11.6%	8.9%	10.7%	-1.7%	-4.8%	-3.4%	-2.5%	9.8%	5.5	3.1%
C/C(=N\NC(=O)COc1cccc(Br)c1)c1ccc2c(c1)OCCO2	.	.	.	1.9%	0.0%	-2.7%	-1.6%	14.2%	-4.6	8.7%
CNC(=O)c1c(NC(=O)CCS(=O)(=O)c2ccc(F)cc2)sc(C)c1C	.	.	.	0.5%	-3.1%	-6.3%	5.8%	-11.2%	1.8	0.2%
O=C(O)C1Cc2ccccc2CN1C(=O)COc1ccc(Cl)cc1Cl (centres undefined)	-9.0%	-13.8%	1.9%	-6.2%	-2.9%	1.5%	0.3%	-16.1%	-4.0	25.8%
Cc1cccn2c(=O)c3cc(C#N)c(=O)n(Cc4cccnc4)c3nc12	?	2.6%	-7.9%	2.2%	-3.7%	-7.7%	i	-13.9%	12.9	-3.3%
CC(OC(=O)C1CCCCC1)C(=O)Nc1cccc(Cl)c1 (centres undefined)	-2.3%	9.5%	12.0%	0.4%	-2.8%	-4.8%	-2.4%	0.0%	-13.7	25.9%
COc1ccc(CNC(=O)CSc2ncnc3ccccc23)cc1OC	2.5%	-9.4%	-1.9%	0.1%	0.7%	-7.4%	1.8%	-0.5%	29.0	-5.6%
COc1ccc(C(=O)NC(=S)Nc2cccc(Cl)c2N2CCOCC2)cc1[N+](=O)[O-]	-1.0%	16.7%	17.1%	-8.4%	-5.7%	0.6%	-20.9%	-0.1%	11.3	-0.5%
COc1ccc(C(=O)N2CCOC2CNC(=O)C(=O)NCCc2ccccc2OC)cc1 (centres undefined)	1.0%	.	15.5%	-6.5%	-1.3%	2.1%	1.9%	-7.7%	-12.0	-1.3%
(next part)
SMILES	MBNL1 CUG block	Menin-MLL TR inh	CXXC DNA block	TCR activator	PTAP TSG101 blk	A-T KAP1 phos	ASM inhibitor	a7 integrin act	TSHR antagonist	Mito fusion yeast
O=C(c1cc(COc2ccc(F)cc2Cl)on1)N1CC[C@@H]2CCCC[C@H]2C1	-2.4%	.	-4.3%	-1.5%	.	9.0%	-3.1%	-23.5%	-29.3	0.9%
O=C(CCc1ccccc1)N1CCN(C(=O)CCc2ccccc2)CC1	.	.	.	-3.2%	-11.4%	.	-0.9%	5.4%	.	.
O=C(ONc1ccc(N=NC(=O)c2ccccc2O)cc1)c1ccccc1	-6.5%	?	18.4%	3.4%	-8.0%	-1.8%	-17.7%	-4.0%	1.7	-2.7%
O=C(COC(=O)C1CC(=O)N(Cc2ccco2)C1)Nc1ccc(F)cc1F (centres undefined)	.	.	.	.	-2.6%	3.5%	4.0%	0.0%	-10.2	.
COc1ccc(C(=O)NN)cc1	-5.5%	.	-5.0%	-2.9%	-1.6%	5.5%	-0.8%	-6.8%	-1.3	0.6%
CC(=O)C(C)Oc1ccc(Cc2ncc(C(F)(F)F)cc2Cl)cc1 (centres undefined)	-2.5%	?	-3.0%	4.5%	-1.1%	4.0%	-3.9%	-30.1%	-1.7	4.0%
O=C(COc1ccc2ccccc2c1)NNC(=O)Nc1ccc(F)cc1F	31.7%[activator]	-23.8%	?	-2.4%	-1.8%	0.0%	1.6%	3.9%	9.8	-2.2%
COc1cccc(C(=O)Oc2ccc3c(C)cc(=O)oc3c2C(C)=O)c1	-8.1%	?	59.6%[activator]	-8.1%[46.1 µM]	1.1%	.	.	-9.6%	-12.5	-11.0%
CC(=O)N(CC(C)(C)CC=C(C)C)c1ccccc1	15.9%	?	-0.1%	.	.	2.9%	.	.	22.1	-1.4%
Cc1ccc(S(=O)(=O)CCC(=O)OCc2ccc(S(=O)(=O)C(C)C)cc2)cc1	-1.3%	1.1%	-11.5%	-1.4%	0.1%	-0.7%	-0.5%	0.0%	-10.4	0.3%
CCc1ccc(C2CC(c3ccccc3)Nc3nc(N)nn32)cc1 (centres undefined)	-2.7%	-5.4%	-2.1%	-1.2%	-0.8%	16.0%	9.0%	0.0%	4.8	-22.1%
Nc1nc2ccccc2n1CCOc1ccc(Cl)cc1	3.1%	-3.9%	10.7%	.	0.1%	8.5%	-1.8%	7.1%	5.2	-6.9%
CCC(C)NC(=O)CC1Oc2ccc(Cl)cc2NC1=O (centres undefined)	-10.3%	-1.7%	0.8%	5.1%	2.6%	2.4%	4.2%	-0.6%	-4.0	0.2%
COc1ccc(C(=O)Nc2ncc3c(n2)CC(C)CC3=O)cc1 (centres undefined)	0.4%	5.9%	1.2%	-1.8%	-3.2%	4.3%	-1.9%	0.5%	6.9	-0.5%
COc1ccc(-c2ccc3c(n2)sc2c(=O)[nH]c(=O)[nH]c23)cc1OC	24.3%	-3.3%	5.2%	.	.	-3.1%	.	.	-12.3	-1.4%
CCOCCCN(C(=O)Cn1nnc(-c2ccc(C)o2)n1)C(C(=O)NC1CCCC1)c1ccco1 (centres undefined)	-3.9%	-12.6%	8.1%	-2.2%	-1.2%	-1.2%	1.1%	-9.9%	-5.7	-5.6%
COCCCNC(=O)CN(C1CCCCC1)S(=O)(=O)c1ccc(C)cc1	-11.1%	-8.2%	-0.7%	.	-6.8%	2.3%	3.5%	-1.9%	-40.4	-1.3%

Bioassay records (PubChem)
